# Bioassay records (PubChem)
# MT1-MMP act inh – MT1-MMP (human) activation inhibition; P50281; HT1080 RFP-PRO-GFP cells, GFP/RFP ratio fluorescence, overnight; percent of plate control window, DMSO zero; GFP/RFP ratio change, % at 20 µM; 0.061% of 360,000 active;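 active means GFP/RFP ratio change of at least 30% with cell ATP level not reduced by more than half and red fluorescence within 50% of control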; further: strong numbers were not always called active
#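 Assay system: HT1080 cells carrying an RFP-PRO-GFP reporter | Dosing: Single dose of 20 µM compound, 1% DMSO final | Incubation: Cells overnight before dosing, compound overnight, 37 °C, 5% CO2 | Evaluation: GFP/RFP fluorescence ratio | Control set: DMSO and RFP-L50D-GFP cell wells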
# FAS TE block – inhibitors of human fatty acid synthase thioesterase domain; P49327; recombinant FAS-TE, OMFH fluorogenic substrate, fluorescence endpoint; inhibition, % at 15 µM; 0.67% of 360,000 active; AID 602261;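 active means compounds whose normalised, plate-corrected inhibition of enzyme fluorescence in the single-dose primary screen is 50% or more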;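 further: 0% = DMSO with enzyme and 100% = substrate without enzyme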
# NRP1-CendR mod – alters CendR peptide binding to human NRP-1 | O14786 | FAM-RPARPAR peptide binding to NRP-1, fluorescence polarization | inhibition, % at 25 µM | 0.85% of 360,000 active | AID 602438;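 active means inhibition or corrected inhibition above about 18%, plus a signal ratio from 0.5 to 1.5, limit read from the data, passing the limit was not always enough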; further: strong numbers were not always called active
# SKN-1 inh – inhibitors of C. elegans SKN-1 | C. elegans VP596 Pgst-4::GFP/RFP ratio, acrylamide-induced, 24 h | inhibition, % at 21.8 µM | 0.49% of 360,000 active;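 active means interference check ratio from 0.5 to 1.5 plus GFP to RFP signal ratio inhibition reaching or exceeding a fixed threshold, cut at about 30% in these data, passing the limit was not always enough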; further: some compounds called inactive have numbers as strong as hits
# Rin1-Abl PPI inh – blocks binding of human Rin1 to Abl. P00519+Q13671. TR-FRET Rin1/Abl binding, biochemical. inhibition, % at 7.35 µM. 0.4% of 360,000 active. AID 588664; in the data active means inhibition above about 5%, passing the limit was not always enough
# bovine MsrA act – activates bovine MsrA enzyme | purified bovine MsrA, absorbance read-out | activation, % at 10.6 µM | 0.3% of 360,000 active; in the data active means activation above about 7.5%;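 further: 0% = vehicle and 100% = reference activator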
# MLLE-PAM2 inh – inhibitors of microRNA-mediated deadenylation, human PABP1 MLLE binding; P11940; GST-MLLE / FITC-PAM2 fluorescence polarization; inhibition, % at 20 µM; 0.36% of 360,000 active; AID 588489; in the data active means inhibition above about 35%, passing the limit was not always enough;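 further: plate controls were DMSO wells with GST-MLLE for no effect and wells lacking GST-MLLE protein for full effect; some results filed as inactive read as strong as hits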
# E coli Lon inh – inhibits E. coli Lon protease; 0.42% of 360,000 active; inhibition, % at 7.94 µM; purified E. coli Lon protease, fluorescence polarization; AID 602123; P0A9M0; in the data active means inhibition above about 13%, passing the limit was not always enough;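 further: 0% = enzyme with probe and DMSO and 100% = no enzyme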
# Neddyl block – inhibitors of human cullin neddylation; calls only at 25 µM; P61081+Q13564; TR-FRET cullin neddylation, biochemical; 0.58% of 360,000 active; in the data active means inhibition above about 36%
# Starred values were filed as active, the others as inactive; i = inactive.
SMILES,MT1-MMP act inh,FAS TE block,NRP1-CendR mod,SKN-1 inh,Rin1-Abl PPI inh,bovine MsrA act,MLLE-PAM2 inh,E coli Lon inh,Neddyl block
O=C(Cn1cc2c(n1)CCCCC2)NCc1cccs1,1,-3,-8,1,0,-2,-3,-4,i
COc1ccc(-c2nnc(SCC(=O)N(C)C3CCS(=O)(=O)C3)n2C(C)C)cc1 (configuration not stated),2,-8,7,5,2,-6,-39,-8,i
Cc1cccc2[nH]c(CCNC(=O)C3CCC(=O)N(CCc4cccc(F)c4)C3)nc12 (configuration not stated),-2,-2,-1,0,3,-5,-14,6,i
Cc1ccc(C)c(C(=O)OCC(=O)NC(=O)NCc2ccccc2)c1,-2,3,1,18,-3,0,10,12,i
COc1ccc(O)c(CN2CCN(CCc3ccccc3)C(CCO)C2)c1 (configuration not stated),-7,-7,-4,-8,1,-7,-2,3,i
COc1cc2c(C(=O)N3CCOCC3)c(CSc3ccccc3)n(C)c2cc1Br,12,38,3,7,1,-13,-4,8,i
CCC(=O)Nc1ccc(NC(=O)Cc2ccccc2)cn1,-3,-8,-5,23,-3,-1,-1,-3,i
COc1ccc(N2CCN(Cc3nc4c(c(=O)n(C)c(=O)n4C)n3Cc3cccc(C)c3)CC2)cc1,-10,27,3,-16,-3,-11,4,-10,i
O=C(CSc1nnc2c3c4c(sc3ncn12)CCCC4)NCc1ccco1,-2,-8,-5,-35,3,-2,3,5,i
COc1ccccc1CCC(=O)OCC(=O)Nc1ccc2[nH]c(=O)[nH]c2c1,-3,-8,-2,-1,3,-10,-16,-4,i

# Whole records as entered above:
# `COc1ccc(-c2nnc(SCC(=O)N(C)C3CCS(=O)(=O)C3)n2C(C)C)cc1` (configuration not stated) in the list: MT1-MMP act inh: 2; FAS TE block: -8; NRP1-CendR mod: 7; SKN-1 inh: 5; Rin1-Abl PPI inh: 2; bovine MsrA act: -6; MLLE-PAM2 inh: -39; E coli Lon inh: -8; Neddyl block: i
# `COc1ccccc1CCC(=O)OCC(=O)Nc1ccc2[nH]c(=O)[nH]c2c1` in the list: MT1-MMP act inh: -3; FAS TE block: -8; NRP1-CendR mod: -2; SKN-1 inh: -1; Rin1-Abl PPI inh: 3; bovine MsrA act: -10; MLLE-PAM2 inh: -16; E coli Lon inh: -4; Neddyl block: i

# Other results.
SMILES,MT1-MMP act inh,FAS TE block,NRP1-CendR mod,SKN-1 inh,Rin1-Abl PPI inh,bovine MsrA act,MLLE-PAM2 inh,E coli Lon inh,Neddyl block
CCOCCCNC(=O)C1c2ccccc2C(=O)N2CCc3ccccc3C12 (configuration not stated),-6,-8,14,-7,2,-6,-2,-6,i
COCCCNC(=O)c1cc2c(=O)n(C)c3ccccc3c2n1C,3,-5,-3,13,1,-4,19,5,i
COc1ccc(CC(=O)Nc2ccc(S(=O)(=O)N(C)C)cc2)cc1OC,3,-6,8,16,-1,-2,-7,5,i
Cc1ccn(S(=O)(=O)c2ccc(C(C)(C)C)cc2)n1,14,2,-32,8,0,-3,9,-7,i
O=C(c1ccccc1)N1CCc2[nH]nc(-c3ccccc3)c2C1,0,-5,12,15,2,-4,10,1,i
O=C(Nc1ccccc1)c1ccc(-c2ccccc2C(F)(F)F)o1,3,31,-4,14,1,2,0,-13,i
CCOC(=O)c1nnsc1NC(C)=O,-6,-8,-16,-12,-1,0,0,8,i
O=C(O)CCCCCCCCc1cn(CN2C(=O)c3ccccc3C2=O)nn1,7,-8,-2,-10,4,-7,9,-2,i
O=C(Nc1cccn(Cc2c(Cl)cccc2Cl)c1=O)c1ccccc1Cl,-6,19,4,12,-1,0,17,0,i
Nc1scc2c(C(=O)O)nn(-c3ccccc3)c(=O)c12,3,-5,3,-9,1,-9,19,-7,i
O=C1CN2NC(=S)N(c3ccccc3)C2=CN1c1ccc(Cl)cc1,1,-6,2,-4,2,-5,-149,4,i
COc1cccc(-c2cc(NC(C)=O)c3ncc(-c4ccc(OC)c(OC)c4)n3c2)c1,-10,6,-20,11,3,-1,-30,-23,i
COc1cc(C(=O)O)ccc1O,-1,-14,10,2,4,-2,-14,1,i
COc1ccc(NC(=O)c2cccnc2)c([N+](=O)[O-])c1,0,-6,4,-7,-4,-3,-1,2,i
CCC(=O)Nc1ccccc1-c1nnn(CC(=O)N2c3ccccc3CC2C)n1 (configuration not stated),-1,5,-6,18,0,-2,-8,6,i
C=CCOc1ccc(CN(C)CC(=O)Nc2ccc3c(c2)CCC3)cc1,1,17,-1,-1,2,-1,-3,-4,i
CCN(CC)C(CNC(=O)CSc1nnnn1-c1cccc(F)c1)c1ccco1 (configuration not stated),-4,-1,-39,-7,2,-4,-45,-1,i
COc1ccccc1-c1c(C)nn2c(N3CCC(C(N)=O)CC3)cc(C)nc12,1,-7,4,9,-8,-4,-3,11,i
CCOC(=O)c1c(C)[nH]c(C)c1C(=O)COC(=O)/C=C/c1cccc(F)c1,5,-1,-1,3,-1,-4,-4,-10,i
COc1ccc(CNC(=O)COC(=O)CCCOc2ccc(Cl)cc2Cl)cc1,1,-4,24,1,-1,-5,10,-5,i

# Rewritten with tabs: 3 of the compounds above
mol	MT1-MMP act inh	FAS TE block	NRP1-CendR mod	SKN-1 inh	Rin1-Abl PPI inh	bovine MsrA act	MLLE-PAM2 inh	E coli Lon inh	Neddyl block
CCC(=O)Nc1ccccc1-c1nnn(CC(=O)N2c3ccccc3CC2C)n1 (configuration not stated)	-1	5	-6	18	0	-2	-8	6	i
CCN(CC)C(CNC(=O)CSc1nnnn1-c1cccc(F)c1)c1ccco1 (configuration not stated)	-4	-1	-39	-7	2	-4	-45	-1	i
C=CCOc1ccc(CN(C)CC(=O)Nc2ccc3c(c2)CCC3)cc1	1	17	-1	-1	2	-1	-3	-4	i

# Remaining list, next part.
SMILES,MT1-MMP act inh,FAS TE block,NRP1-CendR mod,SKN-1 inh,Rin1-Abl PPI inh,bovine MsrA act,MLLE-PAM2 inh,E coli Lon inh,Neddyl block
COc1c2ccoc2c(OC[C@@H](OC(C)=O)C(C)(C)O)c2oc(=O)ccc12,-2,-6,13,-3,2,-2,1,9,i
O=C(CSc1ccc2ccccc2c1)Nc1ncccn1,2,-7,2,-1,-4,-2,13,1,i
O=C(/C=C/c1ccccc1)OCCCN=C1NS(=O)(=O)c2ccccc21,2,2,-5,2,0,-2,5,-11,i
N#CC1(NC(=O)CN2CCc3ccccc3C2)CCCC1,0,-1,0,5,-2,-4,-13,1,i
COc1ccc(CNC(=O)Cn2nc(C(F)(F)F)c(Br)c2C)cc1,0,4,-3,-12,0,-5,2,0,i
COc1ccc(OC)c(N(CC(=O)Nc2ccccc2)S(=O)(=O)c2ccccc2)c1,-2,17,-10,-2,1,-5,0,-4,i
O=C1C2C(C(=O)N1/N=C/c1cc([N+](=O)[O-])ccc1O)C1C=CC2C12CC2 (configuration not stated),7,-4,3,-1,4,-4,-12,5,i
Cc1ccc(-c2nn(-c3ccccc3)cc2C(=O)N2CCN(c3ccccn3)CC2)cc1,-3,19,9,-4,-2,-7,-2,8,i
CCc1nc2c(OCc3cccc(Cl)c3)cccn2c1N(C)C(=O)CC(C)C,-15,8,0,20,1,0,15,0,i
O=C(Cc1ccc(O)cc1)N/N=C/c1cccs1,0,-4,-4,2,0,-5,7,7,i
O=C(Cc1ccc2c(c1)CCCC2)Nc1ccc2ccccc2c1,4,9,3,2,-2,-3,-5,10,i
Cc1ccc(-c2nnc(SCC(=O)NC(=O)Nc3ccc(C)cc3C)n2N)cc1,2,-18,-7,1,-3,-5,9,0,i
CCCNC(=O)C1CCN(c2nc(C)cc(C)n2)CC1,2,-4,0,1,-3,1,-3,4,i
Cc1c(C(O)CN2CCN(Cc3ccc4c(c3)OCO4)CC2)c2ccccc2n1C (configuration not stated),-9,-5,2,13,-3,-1,-4,12,i
COc1ccc(S(=O)(=O)N2CCOCC2)cc1NC(=O)CCCOc1ccc(Cl)cc1C,1,24,4,15,0,-2,0,6,i
COc1ccc(Cl)cc1NC(=O)CCNC(=O)OCc1ccccc1,2,7,7,-2,-2,-3,-4,3,i
COc1cc(C(=O)Nc2cc3c(cc2N2CCCCC2)n(C)c(=O)n3C)cc(OC)c1OC,25,4,28*,1,-1,0,3,-4,i
CC(C)(C)OC(=O)N[C@@H](COCc1ccccc1)C(=O)N[C@@H](CO)[C@H](O)[C@@H]1C[C@@H]1C(=O)NC1CC1,10,-1,-7,-12,3,-12,-6,5,i
C[C@H](CO)N1C[C@H](C)[C@H](CN(C)C(=O)NC2CCCCC2)Oc2ncc(Br)cc2C1=O,0,-7,-2,24,1,0,4,7,i
N#CCCn1cc(C(N)=O)c(-c2ccc3ccccc3c2)n1,-4,-5,-6,32,0,-3,3,-1,i
